From PubChem
GLP1R cytotox: cytotoxicity counter-screen for GLP-1 receptor inverse agonists; HEK293 cAMP-luciferase reporter cells, luminescence, 24 h; Potency, µM (highest dose often 38.3 µM), for the others: at the highest dose activity change, negative = inhibition, actives largely listed as inhibitors; actives 0.13% (n = 410,000);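 note: loss of luciferase light is scored as toxicity; potency is the fitted concentration of half-maximal effect; % is set by controls: 0 for no effect and ±100 for the full control effect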
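To flag toxic compounds, the library was rerun on cells for 24 hr at 37 deg C and 5% CO2. Viability-linked luminescence was captured 12 min after adding luciferase detection reagent.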
DRD3 agonist: agonists of human D3 dopamine receptor; AID 652048; max activation, %; P35462; actives 0.58% (n = 410,000); D3R DiscoveRx beta-arrestin cells, luminescence, 90 min; in the data active = max activation above about 30%; note: 0% is about no effect; mostly tested at two doses, the higher about 12 µM
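Agonist-mode cell screen: cells plated at 1500/well and incubated overnight at 37 °C, then exposed to library compounds for 90 min at 37 °C. Detection reagent was added for 30–60 min at room temperature, and luminescence was read.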
TDP43 rescue: TDP-43 toxicity inhibition in yeast | AID 652104 | TDP-43 expressing yeast growth rescue, BacTiter-Glo, 24 h | actives 1.8% (n = 410,000) | Potency, µM (series often up to 46.1 µM), for the others: at the top dose growth rescue (activation), hits mostly activators; note: potency is the fitted concentration of half-maximal effect; % of control where 0% means no effect; nearly all actives have a fitted effect of over 50% in size
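Growth rescue of TDP-43-toxic yeast measured as ATP luminescence (BacTiter-Glo). Cells grown to mid-log in raffinose, induced in galactose at OD600=0.02, exposed to compound 24 hr at 30 deg C.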
aSyn yeast inh: rescues yeast growth from alpha-synuclein toxicity | AID 652106 | Yeast expressing alpha-synuclein, growth rescue, BacTiter-Glo, 24 h | actives 0.14% (n = 370,000) | Potency, µM (titrated, usually from 46.1 µM), for the others: at the top dose growth rescue (activation), hits mostly activators; note: potency is the fitted concentration of half-maximal effect; % of control where 0% means no effect; nearly all actives have a fitted effect of over 65% in size
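Rescue of yeast growth: cells expressing toxic alpha-synuclein, induced in galactose at OD600 0.02, incubated with compound 24 h at 30 C. ATP luminescence quantified growth; inhibitors of toxicity appear as activators.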
PTHR1 ag: activates the human parathyroid hormone receptor PTHR1; Q03431; HEK293 GP2 PTHR1 cells, GloSensor cAMP luminescence, 1 h; Potency, µM (series often up to 115 µM), for inactives: at the top dose activation, usual class: activators; actives 0.075% (n = 410,000); AID 743266; note: potency is the fitted concentration of half-maximal effect; nearly all actives have a fitted effect of over 55% in size; some results filed as inactive show a strong effect at the top dose; inactives centre near -15; many of its hits are not listed in these tables
Target sequence (Q03431 whole entry, looked up): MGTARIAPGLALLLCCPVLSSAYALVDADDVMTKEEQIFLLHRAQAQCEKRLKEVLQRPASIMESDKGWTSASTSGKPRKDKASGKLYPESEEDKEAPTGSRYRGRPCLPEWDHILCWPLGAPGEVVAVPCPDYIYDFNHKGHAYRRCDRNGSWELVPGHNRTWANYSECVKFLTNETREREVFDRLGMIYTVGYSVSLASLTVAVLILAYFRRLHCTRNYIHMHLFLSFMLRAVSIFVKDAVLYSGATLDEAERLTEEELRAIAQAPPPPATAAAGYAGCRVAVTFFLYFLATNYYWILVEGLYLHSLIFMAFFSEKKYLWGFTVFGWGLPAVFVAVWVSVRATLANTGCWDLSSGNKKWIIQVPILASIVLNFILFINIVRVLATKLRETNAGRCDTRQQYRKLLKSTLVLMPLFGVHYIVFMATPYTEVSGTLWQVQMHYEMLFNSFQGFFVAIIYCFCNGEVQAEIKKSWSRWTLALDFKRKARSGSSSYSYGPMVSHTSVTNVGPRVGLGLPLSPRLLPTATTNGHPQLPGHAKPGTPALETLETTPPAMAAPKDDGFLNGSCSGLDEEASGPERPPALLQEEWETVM
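HEK-293-derived GP2 cells expressing PTHR1 and a GloSensor cAMP reporter, 3,000/well, plated overnight, given luciferin plus IBMX (each 0.5 mM as added) for 1 h at 37 °C, then compound for 1 h at 37 °C. Luminescence was read after 15 min at room temperature.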
DRD3 antagonist: D3 dopamine receptor (human) antagonism; P35462; D3R cells, DiscoveRx beta-arrestin luminescence, antagonist mode; stronger effect = lower value; AID 652054; max response, negative = inhibition, %; actives 2.5% (n = 360,000); in the data active = max response below about -50%; inconclusive = no clear call, values can overlap the other calls; note: % is set by controls: 0 for no effect and ±100 for the full control effect; mostly tested at two doses, the higher about 12 µM
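Cells plated overnight at 1500 cells/well, then exposed to library compounds with dopamine controls for 90 minutes at 37 degrees C. DiscoveRx reagent added for 30–60 minutes at room temperature; luminescence read, quantitative HTS format.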
KB-V1 cytotox: KB-V1 MDR subline cytotoxicity; KB-V1 MDR cells viability, CellTiter-Glo, 72 h; Potency, µM (series often up to 46.1 µM), inactives show top-dose activity change, negative = cytotoxicity, most hits filed as cytotoxic; actives 3.4% (n = 400,000); AID 1347076; note: potency is the fitted concentration of half-maximal effect; % is set by controls: 0 for no effect and ±100 for the full control effect; nearly all actives have a fitted effect of over 60% in size
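Cells of the MDR subline KB-V1 are plated, dosed with compound at multiple concentrations, and incubated 72 h at 37 degrees C; CellTiter-Glo is then added and luminescence read after 10 min.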
GLP1R ag: GLP-1 receptor (human) agonism | AID 624172 | actives 0.007% (n = 380,000) | Potency, µM (series often up to 45.6 µM), inactives show top-dose activation, usual class: activators | HEK293 GLP-1R CRE-luciferase, luminescence, 4-6 h; cells express a hypersensitive GLP-1R form | P43220; note: potency is the fitted concentration of half-maximal effect; % of control where 0% means no effect
Target sequence (P43220 whole entry, looked up): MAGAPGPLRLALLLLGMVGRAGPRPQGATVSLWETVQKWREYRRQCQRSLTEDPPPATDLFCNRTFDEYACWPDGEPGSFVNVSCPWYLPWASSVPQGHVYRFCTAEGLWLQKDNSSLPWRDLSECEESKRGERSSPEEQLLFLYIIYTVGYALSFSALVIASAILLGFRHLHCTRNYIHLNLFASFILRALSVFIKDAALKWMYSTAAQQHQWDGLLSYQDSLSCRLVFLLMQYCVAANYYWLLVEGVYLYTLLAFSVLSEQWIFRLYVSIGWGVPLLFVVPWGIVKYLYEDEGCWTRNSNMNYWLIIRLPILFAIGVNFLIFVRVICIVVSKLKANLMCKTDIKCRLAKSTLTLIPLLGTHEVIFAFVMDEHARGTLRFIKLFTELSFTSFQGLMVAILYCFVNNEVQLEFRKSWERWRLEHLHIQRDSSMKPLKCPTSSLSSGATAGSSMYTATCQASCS
GLP-1R inv ag: inverse agonists of human GLP-1 receptor | AID 624417 | HEK293 GLP-1R CRE-luciferase, luminescence, 24 h; GLP-1R form is constitutively active | Potency, µM (top dose mostly 38.3 µM), for inactives: at the highest dose activity change, negative = inhibition, hits mostly inhibitors | actives 1.6% (n = 410,000); note: potency is the fitted concentration of half-maximal effect; % is set by controls: 0 for no effect and ±100 for the full control effect; nearly all actives have a fitted effect of over 55% in size
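HEK293 cells stably co-expressing constitutively active GLP-1R and a cAMP-responsive luciferase reporter were seeded in DMEM with 10% Nu serum, given compounds after 12 h, and incubated 24 h at 37 deg C. Luminescence was then read.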
* marks the source's active call; other numbers are inactive results; [ ] = another dose, or the depositor's remark. Unless noted, calls come from the whole dose curve; as a rule, active = well fitted curve in the direction sought with a large enough effect; inconclusive = small, poorly fitted or top-dose-only effect, or another doubt; inactive = no such curve, though single readings can be large; an effect the other way counts as inactive or inconclusive.

Screening CN(C)c1nc(Oc2ccc(N)cc2)nc(N(C)C)n1 returned GLP1R cytotox 9%, DRD3 agonist -5, TDP43 rescue 8%, aSyn yeast inh -6%, PTHR1 ag inactive, DRD3 antagonist 3, KB-V1 cytotox 13%, GLP1R ag -1% and GLP-1R inv ag 21%.
`CN(C)S(=O)(=O)Oc1ccc(Cl)cc1C(=O)Nc1ccc(F)cc1F` gave GLP1R cytotox -4%, DRD3 agonist 0, TDP43 rescue 6%, aSyn yeast inh 11%, PTHR1 ag -35%[inhibitor], DRD3 antagonist 15, KB-V1 cytotox -19%, GLP1R ag 6% and GLP-1R inv ag -10%.
O=C(c1cccnc1)N1CCN(c2ccc([N+](=O)[O-])cc2Cl)CC1 was read as GLP1R cytotox -14%, DRD3 agonist 12, TDP43 rescue inconclusive, aSyn yeast inh -10%, PTHR1 ag -33%[inhibitor], DRD3 antagonist 0, KB-V1 cytotox 17%, GLP1R ag 4% and GLP-1R inv ag 9%.
O=C(COc1ccccc1Cl)Nc1ccc(S(=O)(=O)N2CCOCC2)cc1 was read as GLP1R cytotox 9%, DRD3 agonist 5, TDP43 rescue -1%, aSyn yeast inh -1%, PTHR1 ag -24%, DRD3 antagonist 8, KB-V1 cytotox 2%, GLP1R ag 16% and GLP-1R inv ag 7%.
For Cc1ccc(C(CC(=O)O)Nc2nc(N3CCOCC3)nc(N3CCOCC3)n2)cc1 (stereo unspecified) the results were GLP1R cytotox 24%, DRD3 agonist -7, TDP43 rescue 1%, aSyn yeast inh -1%, PTHR1 ag 1%, DRD3 antagonist -17, KB-V1 cytotox 19%, GLP1R ag 9% and GLP-1R inv ag -3%.
For Cc1ccc(NC(=O)CSc2nn(-c3ccccc3)c(=S)s2)cc1S(=O)(=O)N(C)C the results were GLP1R cytotox -3%, DRD3 agonist 6, TDP43 rescue -4%, aSyn yeast inh 1%, PTHR1 ag -29%, DRD3 antagonist -63*, KB-V1 cytotox 6.5µM*, GLP1R ag -30% and GLP-1R inv ag inconclusive.
Screening COc1cccc(C2=CC(=O)CC(C)(C)C2=O)c1 returned GLP1R cytotox 1%, DRD3 agonist 3, TDP43 rescue 11%, aSyn yeast inh -5%, PTHR1 ag -22%, DRD3 antagonist -12, KB-V1 cytotox -9%, GLP1R ag 7% and GLP-1R inv ag 21%.
For Cc1cccc(Nc2nnc(SCC(=O)Nc3ccc(C(=O)O)cc3)s2)c1 the results were GLP1R cytotox 4%, DRD3 agonist 2, TDP43 rescue 4%, aSyn yeast inh 0%, PTHR1 ag inactive, DRD3 antagonist 1, KB-V1 cytotox 2%, GLP1R ag 0% and GLP-1R inv ag -6%.
Screening Cc1ccc(OCCNC(=O)/C=C/c2ccco2)cc1C returned GLP1R cytotox -11%, DRD3 agonist -1, TDP43 rescue 18%, aSyn yeast inh 25%, PTHR1 ag -17%, DRD3 antagonist -16, KB-V1 cytotox 9%, GLP1R ag 2% and GLP-1R inv ag 16%.
Cc1ccc(-n2ncc(C(=O)Nc3ccc(Cl)cc3)c2C2CCNCC2)cc1C was read as GLP1R cytotox inconclusive, DRD3 agonist 6, TDP43 rescue -13%[0.397 µM], aSyn yeast inh -1%, PTHR1 ag inactive, DRD3 antagonist -2, KB-V1 cytotox 4%, GLP1R ag 0% and GLP-1R inv ag -27%.
`COc1ccc(NCC(=O)NN=C2CCS(=O)(=O)c3ccc(F)cc32)cc1` gave GLP1R cytotox -17%, DRD3 agonist -6, TDP43 rescue 0%, aSyn yeast inh -10%, PTHR1 ag 20%, DRD3 antagonist -19, KB-V1 cytotox 0%, GLP1R ag 0% and GLP-1R inv ag -12%.
For O=C(Oc1ccc([N+](=O)[O-])cc1)c1cc(-c2ccccc2)nc2ccccc12 the results were GLP1R cytotox -11%, DRD3 agonist 3, TDP43 rescue 5%, aSyn yeast inh -4%, PTHR1 ag -9%, DRD3 antagonist -29, KB-V1 cytotox -20%, GLP1R ag 7% and GLP-1R inv ag 13%.
`COc1cc(OC)nc(C(NC(=O)C2CCN(Cc3ccc(N(C)C)cc3)CC2)c2ccc(F)cc2)n1` (stereo unspecified) gave GLP1R cytotox 2%, DRD3 agonist -15, TDP43 rescue 21%, aSyn yeast inh -3%, PTHR1 ag inactive, DRD3 antagonist inconclusive, KB-V1 cytotox -1%, GLP1R ag -4% and GLP-1R inv ag -16%.
COc1ccc(CNC(=O)Nc2nc(C(N)Cc3ccc(Cl)cc3)cs2)cc1 (stereo unspecified) was read as GLP1R cytotox 5%, DRD3 agonist 6, TDP43 rescue 0%, aSyn yeast inh -3%, PTHR1 ag inactive, DRD3 antagonist 11, KB-V1 cytotox inconclusive, GLP1R ag -2% and GLP-1R inv ag inconclusive.
Screening CC(=O)C1C(c2ccc(C)cc2)c2c(noc2C)CC1(C)O (stereo unspecified) returned GLP1R cytotox 1%, DRD3 agonist -5, TDP43 rescue 18%, aSyn yeast inh 11%, PTHR1 ag -30%[inhibitor], DRD3 antagonist -2, KB-V1 cytotox -7%, GLP1R ag -6% and GLP-1R inv ag 1%.
Screening COc1cccc(C(=O)N/N=C(\C)c2cccc(NC(=O)c3ccc(F)cc3)c2)c1OC returned GLP1R cytotox inconclusive, DRD3 agonist 9, TDP43 rescue 19%, aSyn yeast inh 0%, PTHR1 ag -15%, DRD3 antagonist 4, GLP1R ag -3% and GLP-1R inv ag -16%.
For Cc1cccc(-n2c(SCC(=O)c3c(N)n(C4CC4)c(=O)[nH]c3=O)nnc2N2CCOCC2)c1 the results were GLP1R cytotox -34%, DRD3 agonist 0, TDP43 rescue -1%, aSyn yeast inh -1%, PTHR1 ag inactive, DRD3 antagonist 0, KB-V1 cytotox inconclusive, GLP1R ag -8% and GLP-1R inv ag 4%.
Screening Cc1ccc(C)c(N=Cc2c(O)c3ccccc3oc2=O)c1 returned GLP1R cytotox 6%, DRD3 agonist -3, TDP43 rescue 19%, aSyn yeast inh -3%, PTHR1 ag inactive, DRD3 antagonist -19, KB-V1 cytotox -6%, GLP1R ag -13% and GLP-1R inv ag 3%.
`CC1CN(C(=O)Nc2cccc(C(F)(F)F)c2)CC(C)O1` (stereo unspecified) gave GLP1R cytotox -5%, DRD3 agonist 4, TDP43 rescue 9%, aSyn yeast inh -18%, PTHR1 ag inactive, DRD3 antagonist 3, KB-V1 cytotox 6%, GLP1R ag 4% and GLP-1R inv ag -28%.
`C#CC[N+]1(CC#Cc2ccc(C)cc2)CCCCC1` gave GLP1R cytotox 6%, DRD3 agonist -3, TDP43 rescue 4%, aSyn yeast inh 6%, PTHR1 ag inactive, DRD3 antagonist 4, KB-V1 cytotox 0%, GLP1R ag 4% and GLP-1R inv ag -6%.

Structural class, the compounds so far with two or more sulfur atoms.
For Cc1ccc(NC(=O)CSc2nn(-c3ccccc3)c(=S)s2)cc1S(=O)(=O)N(C)C the results were GLP1R cytotox -3%, DRD3 agonist 6, TDP43 rescue -4%, aSyn yeast inh 1%, PTHR1 ag -29%, DRD3 antagonist -63*, KB-V1 cytotox 6.5µM*, GLP1R ag -30% and GLP-1R inv ag inconclusive.
For Cc1cccc(Nc2nnc(SCC(=O)Nc3ccc(C(=O)O)cc3)s2)c1 the results were GLP1R cytotox 4%, DRD3 agonist 2, TDP43 rescue 4%, aSyn yeast inh 0%, PTHR1 ag inactive, DRD3 antagonist 1, KB-V1 cytotox 2%, GLP1R ag 0% and GLP-1R inv ag -6%.

Additional results
`Cc1ccc(-n2c(SCC(=O)c3c(N)n(C)c(=O)n(C)c3=O)nc3sc4c(c3c2=O)CCCC4)c(C)c1` gave GLP1R cytotox -6%, DRD3 agonist 2, TDP43 rescue -12%, aSyn yeast inh 0%, PTHR1 ag inactive, DRD3 antagonist 22, KB-V1 cytotox 21µM*, GLP1R ag 4% and GLP-1R inv ag inconclusive.
`Brc1ccc(-c2nnc(-c3ccccc3)o2)o1` gave GLP1R cytotox -16%, DRD3 agonist -5, TDP43 rescue 12%, aSyn yeast inh -9%, PTHR1 ag -30%, DRD3 antagonist 31, KB-V1 cytotox 1%, GLP1R ag -6% and GLP-1R inv ag 2%.
`O=C(Nc1ccncc1)C1c2ccccc2Oc2ccccc21` gave GLP1R cytotox 0%, DRD3 agonist 6, TDP43 rescue 1%, aSyn yeast inh 3%, PTHR1 ag -21%[57.5 µM], DRD3 antagonist 21, KB-V1 cytotox 15µM*, GLP1R ag 0% and GLP-1R inv ag 0%.
For CCn1nnnc1SCC(=O)Nc1ccc(OCc2ccccc2)cc1 the results were GLP1R cytotox -20%, DRD3 agonist 0, TDP43 rescue -18%, aSyn yeast inh 0%, PTHR1 ag -22%[57.5 µM], DRD3 antagonist 13, KB-V1 cytotox 7%, GLP1R ag -10% and GLP-1R inv ag -13%.
O=C(CSc1nnc(NC(=O)c2ccccc2F)s1)NCC1CCCO1 (stereo unspecified) was read as GLP1R cytotox 13%, DRD3 agonist 3, TDP43 rescue 5%, aSyn yeast inh 1%, PTHR1 ag -8%, DRD3 antagonist 5, GLP1R ag -21% and GLP-1R inv ag -2%.

As a working copy, some entries already given.
For CCn1nnnc1SCC(=O)Nc1ccc(OCc2ccccc2)cc1 the results were GLP1R cytotox -20%, DRD3 agonist 0, TDP43 rescue -18%, aSyn yeast inh 0%, PTHR1 ag -22%[57.5 µM], DRD3 antagonist 13, KB-V1 cytotox 7%, GLP1R ag -10% and GLP-1R inv ag -13%.
O=C(CSc1nnc(NC(=O)c2ccccc2F)s1)NCC1CCCO1 (stereo unspecified) was read as GLP1R cytotox 13%, DRD3 agonist 3, TDP43 rescue 5%, aSyn yeast inh 1%, PTHR1 ag -8%, DRD3 antagonist 5, GLP1R ag -21% and GLP-1R inv ag -2%.

These rows are one share of the data; count on the stated rates, not on these rows.
